From PubChem
M4 ag – CHRM4 agonism in calcium assay; P08173; CHO-K1 hM4/Gqi5, Fluo-8 calcium fluorescence; vehicle 0%, full acetylcholine response 100%; activation, % at 3 µM; 360,000 tested, 0.14% active; AID 624127;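 active = activation above the run mean over all test wells plus 3 SD, cut at about 32% in these data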;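 also: peak over basal fluorescence ratio per well then scaled between controls; 0% = DMSO wells and 100% = acetylcholine at EC100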
M4 antag – blocks acetylcholine activation of human M4 receptor | inhibition, % at 3 µM | 360,000 tested, 0.73% active | P08173 | CHO-hM4 cells, ACh EC80, Fluo-8 calcium fluorescence;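 active = inhibition above its plate's cutoff, the mean inhibition of sample wells plus 3 SD, cut at about 27% in these data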;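 also: 0% = acetylcholine EC80 with DMSO and 100% = DMSO without agonist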
M5 antag – antagonists of human muscarinic M5 receptor (CHRM5). 360,000 tested, 0.59% active. inhibition, % at 3 µM. CHO-hM5 cells, Fluo-8 calcium fluorescence, ACh EC80. P08912;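 active = inhibition above a per-plate cutoff, the mean of that plate's test compounds plus 3 SD, cut at about 27% in these data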;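 also: 0% = acetylcholine EC80 with DMSO and 100% = DMSO without agonist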
Target sequence (P08912 whole entry, looked up): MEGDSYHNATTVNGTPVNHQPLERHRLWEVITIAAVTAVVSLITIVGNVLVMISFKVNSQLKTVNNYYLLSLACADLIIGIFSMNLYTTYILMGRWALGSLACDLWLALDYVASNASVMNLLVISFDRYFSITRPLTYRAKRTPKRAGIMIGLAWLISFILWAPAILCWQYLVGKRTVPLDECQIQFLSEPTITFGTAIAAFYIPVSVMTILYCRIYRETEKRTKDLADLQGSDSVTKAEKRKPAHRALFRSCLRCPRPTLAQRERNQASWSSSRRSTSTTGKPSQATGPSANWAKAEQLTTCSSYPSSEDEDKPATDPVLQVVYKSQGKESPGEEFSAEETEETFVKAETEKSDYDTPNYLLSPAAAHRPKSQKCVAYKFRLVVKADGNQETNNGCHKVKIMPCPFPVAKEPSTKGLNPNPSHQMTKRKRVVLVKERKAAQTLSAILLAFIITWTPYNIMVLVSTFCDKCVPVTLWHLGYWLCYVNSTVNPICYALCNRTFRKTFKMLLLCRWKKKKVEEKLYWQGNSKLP
CRFR2-BP ag – CRF-BP/CRF-R2 complex agonism | HEK293 CRF-R2/CRF-BP, calcium dye fluorescence (FLIPR); percent of saturating CRF peptide response | activation, % at 13.2 µM | 350,000 tested, 0.46% active;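 active = activation of at least 50%, plus an integration ratio under a set limit after plate pattern correction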;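 also: plate controls were neutral control wells without compound for no effect and CRF at EC100 for full effect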
M5 ag – CHRM5 agonism in calcium assay | P08912 | activation, % at 3 µM | AID 624037 | CHO-K1 hM5 cells, Fluo-8 calcium fluorescence; 0% DMSO wells, 100% maximal acetylcholine response | 360,000 tested, 0.19% active;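 active = activation above the run's mean over test compounds plus 3 SD, cut at about 23% in these data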;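 also: signal is peak over basal fluorescence ratio across the kinetic read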
CHRM5 PAM – positive allosteric modulators of human muscarinic M5 receptor; P08912; 360,000 tested, 0.3% active; CHO-K1 hM5, Fluo-8 calcium, ACh EC20 PAM; 0% = ACh EC20, 100% = ACh EC100; activation, % at 3 µM;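 active = activation above the run cutoff, the mean activation of all test compounds plus 3 SD, cut at about 18% in these data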
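System – CHO-K1 hM5 cells · Compound – 3 µM, single dose · Incubation – compound preincubation 140 s before EC20 acetylcholine addition · Technique – Fluo-8 calcium fluorescence · Measure – Max/basal fluorescence ratio as % of EC20–EC100 ACh window · Benchmarks – low control EC20 acetylcholine (0%), high control EC100 acetylcholine (100%) · Replication – singlicate, one well per test compound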
M1 PAM – human CHRM1 positive allosteric modulation; 360,000 tested, 0.088% active; P11229; CHO-K1 hM1, Fluo-8 calcium fluorescence, ACh EC20; 0% = ACh EC20, 100% = maximal ACh; AID 588819; activation, % at 3 µM; in the data active = activation above about 19%, passing the limit was not always enough
Target sequence (P11229 whole entry, looked up): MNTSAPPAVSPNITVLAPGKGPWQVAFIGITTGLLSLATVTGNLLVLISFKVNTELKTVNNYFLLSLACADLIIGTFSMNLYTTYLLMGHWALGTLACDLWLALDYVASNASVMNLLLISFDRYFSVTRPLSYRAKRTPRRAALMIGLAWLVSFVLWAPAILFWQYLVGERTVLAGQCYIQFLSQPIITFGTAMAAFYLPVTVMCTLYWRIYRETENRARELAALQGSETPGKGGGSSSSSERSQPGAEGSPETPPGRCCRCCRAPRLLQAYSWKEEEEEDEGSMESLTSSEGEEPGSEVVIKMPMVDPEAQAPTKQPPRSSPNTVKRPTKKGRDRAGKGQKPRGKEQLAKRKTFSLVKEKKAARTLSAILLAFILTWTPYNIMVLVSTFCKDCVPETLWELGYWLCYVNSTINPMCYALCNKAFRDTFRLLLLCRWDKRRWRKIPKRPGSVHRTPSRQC
CRFBP-R2 block – antagonists of CRF-binding protein/CRF-R2 receptor complex. HEK293 CRF-R2/CRF-BP, CRF-induced calcium fluorescence. inhibition, % at 11.8 µM. 350,000 tested, 0.59% active. AID 588475;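 active = inhibition of the ligand-induced calcium signal above about 50% at the single tested concentration, limit read from the data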
M4 PAM – CHRM4 positive allosteric modulation | P08173 | CHO-K1 hM4/Gqi5, Fluo-8 calcium fluorescence, ACh EC20; 0% = ACh EC20, 100% = maximal ACh | activation, % at 3 µM | 360,000 tested, 0.4% active;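 active = activation above its plate's cutoff, the mean activation of sample wells plus 3 SD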; also: some results filed as inactive read as strong as hits
* marks the source's active call; other numbers are inactive results; nt = not tested or not shown.

canonical_smiles	M4 ag	M4 antag	M5 antag	CRFR2-BP ag	M5 ag	CHRM5 PAM	M1 PAM	CRFBP-R2 block	M4 PAM
O=C(c1ccc(CSc2nc3ccncc3[nH]2)cc1)N1CCN(c2cccc(Cl)c2)CC1	19	10	35*	4.4	6	-19	-20	-27	-12
COCCN(Cc1nc2ccccc2c(=O)[nH]1)C(=O)COc1c(C)cc(Cl)cc1C	2	-6	6	0.5	-1	5	9	-5	8
NC(=O)N\N=C/C=C/C=C/c1ccc(F)cc1	2	17	2	-2.1	4	5	2	11	-4
CC(C)CCN1C(=O)c2ccc(C(=O)N3CCCCC3)cc2C1=O	4	-8	-11	-1.1	-1	10	9	-3	12
Cc1ccc(N(C)C(=O)c2cnn(-c3ccccc3)c2C)c(C)c1	0	4	-4	-1.2	-2	-3	7	1	-4
COc1cccc(NC(=S)N2CCN(c3ccc([N+](=O)[O-])cc3)CC2)c1	8	9	22	-1.1	1	-10	3	35	4
CCCn1nnnc1-c1cc(Cl)cc(Cl)c1	0	-5	-7	-3.4	-5	15	0	-35	8
CC1(C)Cc2c(cnn2-c2cccc(F)c2)C(NC(=O)CSc2ccccn2)C1 (stereo unspecified)	3	-2	6	2.7	-2	-1	4	-16	6
CCOC(=O)[C@]12CCC=C1N(Cc1ccccc1)C(=O)[C@H](CC(=O)NCc1cccc(C(F)(F)F)c1)C2	-1	12	12	nt	-2	-8	nt	nt	-5
N#Cc1cccnc1Nc1cccc(Cl)c1	2	-1	-4	-0.9	-2	0	7	4	5
COc1ccccc1CNC(=O)c1c(-c2ccccc2Cl)noc1C	1	10	-4	-0.4	-1	11	1	8	-3
COc1ccc(/C=N/NC(=O)c2[nH]c(C)c(C(=O)N/N=C/c3ccc(OC)cc3)c2C)cc1	6	5	7	1.0	-2	-12	-4	-22	-16
COc1ccc(-c2cc(C(=O)N(C)Cc3ccccc3)c3ccccc3n2)cc1	8	16	26	0.2	-2	-20	-17	6	-11
COC(=O)c1ccc(CNC(=O)c2ccc(S(=O)(=O)N3CCCCCC3)cc2)cc1	2	6	10	3.0	-2	2	1	12	-2
NS(=O)(=O)c1ccc(CNC(=O)c2cc(=O)c3ccccc3o2)cc1	0	-1	4	2.3	1	2	12	-2	-1
O=C(Nc1ccc(N2CCN(C(=O)c3ccccc3)CC2)cc1)c1ccc([N+](=O)[O-])o1	8	22	13	-2.6	1	1	10	12	-4
COc1ccc(NC(=O)CSc2nnc(Cn3cnc([N+](=O)[O-])n3)n2C)cc1	1	3	8	-2.0	-2	2	2	8	7
CS(=O)(=O)N(CC(=O)N1CCc2ccccc2C1)Cc1ccccc1	2	-10	-8	-1.3	-4	2	2	11	4
COc1ccc(C(=O)Nc2ccccc2C(=O)NC(Cc2ccc(O)cc2)C(=O)NNC(=O)c2ccccc2Cl)cc1 (stereo unspecified)	3	17	9	-0.3	0	-9	-1	24	-8
CCCN(CCC)CCNC(=O)C1CCN(Cc2nc(-c3ccc(Cl)cc3)oc2C)CC1	-1	-8	11	0.7	-6	0	1	6	3
CC1(C(=O)Nc2cccc3cccnc23)CCN1Cc1ccccc1OC(F)F (stereo unspecified)	1	13	0	nt	-4	-15	-11	nt	-9
Cc1cccc(C2c3[nH]c4ccccc4c3CCN2C(=O)c2cc3c([nH]c2=O)CCCC3)n1 (stereo unspecified)	1	-1	5	0.8	-3	1	9	-32	2
O=C(Cn1c(=O)sc2ccccc21)Nc1ccccc1	1	11	5	-0.6	0	-4	-4	-1	-2
O=C(CCNC(=O)C1CCN(S(=O)(=O)c2ccc(F)cc2)CC1)NCc1cccc(Cl)c1	5	-5	2	-0.4	-2	2	7	-2	-2
C=C(C)C(=O)N1CC2(CC(c3cccc(NC(=O)COc4ccc(Cl)cc4)c3)=NO2)C[C@@H]1C(N)=O (stereo partly specified)	2	7	8	-2.0	2	-6	1	6	0
Cc1cccc(C)c1NC(=O)C(C)Sc1nnc(C)n1CC1CCCO1 (stereo unspecified)	0	2	13	-0.7	2	-3	4	4	-3
CN(c1ccccc1C(=O)N1CCN(Cc2ccc3c(c2)OCO3)CC1)S(C)(=O)=O	0	-2	4	-0.1	-3	2	9	-7	3
CCOc1cc(C)cc2oc(=O)cc(-c3ccccc3)c12	0	-9	2	0.3	-6	-8	-12	-20	-9
Cc1ccc2oc(=O)cc(CN3CCN(C/C=C/c4ccccc4)CC3)c2c1	0	8	18	0.1	-18	-21	-20	-1	-10
CCN(CC(=O)Nc1ccc(OC)cc1)C(=O)Cc1coc2cc(C)c(C)cc12	6	1	9	-0.5	0	-8	10	-9	2

The list goes on:
canonical_smiles	M4 ag	M4 antag	M5 antag	CRFR2-BP ag	M5 ag	CHRM5 PAM	M1 PAM	CRFBP-R2 block	M4 PAM
CCN1C(=O)/C(=C/c2cc(C)n(C)c2C)SC1=Nc1ccc(OC)cc1	1	8	3	-2.8	-1	-5	-12	-4	4
CC(=O)Nc1ccc(SCC(=O)Nc2cc(C(C)(C)C)nn2-c2ccccc2)cc1	4	-5	0	-0.1	0	-2	7	8	-5
Cc1cc(=O)n2c(n1)NC(Nc1cccc(C)c1C)=NC2c1ccc(F)cc1 (stereo unspecified)	0	6	-10	-3.4	-2	8	3	-24	-5
CC(=O)C1CCC2C3CC=C4N(C)C(=O)CCC4(C)C3CCC12C (stereo unspecified)	0	-1	16	4.8	4	1	-2	-6	2
COc1ccc(CC(=O)Oc2ccccc2Cl)cc1S(=O)(=O)N1CCOCC1	3	-2	1	-3.2	1	0	6	2	3
CCOC(=O)c1nnn(CC(=O)Nc2cccc(Cl)c2C)c1C(=O)OCC	5	-7	-1	-2.3	4	1	13	9	11
COc1cc(OC)nc(NC(=O)C(C)C)n1	-1	4	6	1.5	2	-3	2	16	-3
CCOC(=O)N/N=C/c1ccccc1OCc1ccc(Cl)cc1	-1	-1	0	-1.8	-3	-1	1	22	-5
COc1cc(OC)cc(C(=O)Nc2ccn(C)n2)c1	2	-1	2	0.3	6	-1	13	-2	7
CNC(=O)C(=O)NCC1OCCN1S(=O)(=O)c1ccc(C)cc1 (stereo unspecified)	0	0	1	0.7	-3	3	-5	-4	-2
CC(C)(C)CC(=O)Nc1nnc(SCC(=O)NC2CCCC2)s1	1	2	8	-0.1	-1	1	7	16	-3
CCCCNC(=O)CSc1nnc(-c2c[nH]c3ccccc23)n1CC1CCCO1 (stereo unspecified)	0	6	5	-1.6	0	1	11	5	-2
CC1CCCC(NC(=S)NC(=O)c2ccccc2Br)C1C (stereo unspecified)	-1	15	-2	0.8	-8	-14	-18	-120	-13
CCOc1ccc(CN(Cc2ccco2)S(=O)(=O)c2ccc(-n3cnnn3)c(OC)c2)cc1	6	13	4	7.9	-1	-13	-4	10	-11
C/C(=N\Nc1nnc2c3ccccc3n(C)c2n1)c1ccc(C)o1	3	0	-2	-0.3	-2	1	1	8	-1
CCOc1ccccc1NC(=O)CN1CCC(C(=O)c2ccc(F)cc2)CC1	1	6	7	4.5	-1	-4	-6	-15	-6
O=C(CSc1n[nH]c(-c2ccco2)n1)Nc1ccc(F)cc1	-1	8	5	0.8	3	0	9	4	1
CC(C)c1ccc(C(=O)NNC(=O)c2ccncc2)cc1	2	-4	-2	1.6	-3	2	7	1	7
Nc1[nH]c(C(=O)c2ccccc2)c(-c2ccncc2)c1C(=O)NCc1ccc(Cl)cc1	21	-10	-12	nt	9	-7	nt	nt	-2
CC(Sc1ncnc2sccc12)C(=O)Nc1ccc(S(N)(=O)=O)cc1 (stereo unspecified)	3	12	16	1.0	3	-4	-4	9	-5
Cc1ccc(-c2[nH][nH]c(=O)c(=O)c2N=Nc2ccccc2)cc1	1	1	-4	-9.5	1	7	3	18	2
Cc1cccc(N(Cc2ccccc2)C(=O)c2ccccc2S(C)(=O)=O)c1	0	-9	0	-1.4	-4	1	10	8	4
Cc1cc(C(=O)NCc2cccs2)cs1	0	7	-8	7.9	1	-2	-5	-7	0
CCOc1ccc(CNC(=O)CCS(=O)(=O)Cc2ccc(C)cc2)cc1OC	2	-9	11	-4.1	-3	7	5	-6	8
CCOC(=O)N1CCC(NC(=O)c2ccc3c(Cl)c4c(nc3c2)CCCC4)CC1	2	-3	-4	-4.1	-3	0	7	11	0
Cc1cccn2c(=O)nc(SCC(=O)NCc3ccccc3)nc12	0	4	0	0.4	0	0	6	5	-4
COc1ccc(/C=N/NC(=O)CC2N=C(Cc3ccccc3)NNC2=O)cc1OC (stereo unspecified)	1	4	-3	-2.0	-1	4	10	18	7
C[C@@H](NC(=O)c1nc[nH]c1C(=O)N[C@H](C)c1ccccc1)c1ccccc1	-1	6	0	-0.1	-11	-4	-9	-4	9
CCN(CC)CCNC(=O)c1ccc(NC(=O)c2cn(-c3ccccc3)nc2-c2cccs2)cc1	7	10	16	0.5	-10	-18	-28	-32	-17
CC(C)(C)c1ccccc1NC(=O)CN1C(=O)NC2(CCCC2)C1=O	-1	3	-5	0.8	0	0	1	-17	-5

The list goes on:
canonical_smiles	M4 ag	M4 antag	M5 antag	CRFR2-BP ag	M5 ag	CHRM5 PAM	M1 PAM	CRFBP-R2 block	M4 PAM
CCOc1nc(Nc2ccccc2)nc(OCC)n1	0	1	-5	-0.2	-3	2	6	-4	-1
O=C(CN1CCCCCC1)Nc1ccc([N+](=O)[O-])cc1Cl	-2	-1	3	-0.5	-5	5	-1	-9	-4
Cc1ccc(CN2CCN(/N=C/c3cccnc3)CC2)c(C)c1	0	-7	8	1.8	-3	-3	9	-8	2
COc1ccccc1CCN=C(N)NS(=O)(=O)c1ccc(C)c(C)c1	2	6	11	-0.4	-2	-2	17	5	-1
Cc1ccc([C@H]2C[C@H](O)[C@@H](n3cc(-c4ccc(F)cc4)nn3)CN2Cc2cccs2)cc1	0	-7	5	2.0	2	-1	7	-10	7
CC(=O)N1CCCc2cc(S(=O)(=O)N(CC(C)C)CC(C)C)ccc21	0	-1	-3	0.0	-8	-1	2	18	-2
Cc1noc(C)c1COC(=O)c1cnc(Cl)c(Cl)c1	3	1	1	-3.9	-6	3	5	18	6
COc1ccc(C(=O)Nc2ccc(C(=O)N3CCC(C)CC3)cc2)cc1OC	1	6	24	0.2	-2	-3	-4	-7	-7
COc1ccccc1N(CC(=O)N/N=C/c1ccc(C(=O)O)cc1)S(=O)(=O)c1ccc(C)cc1	1	1	0	1.0	3	5	7	5	-5
CC(=O)N1CCC2(CC1)C(C#N)=C(N)Oc1c2sc2nc(C)cc(C)c12	0	-1	-1	-0.3	-9	5	6	6	2
CN(C)C1(CNC(=O)CC(NC(=O)c2ccccc2Cl)c2ccccc2)CCCCC1 (stereo unspecified)	1	-9	-2	-1.1	-7	1	10	-1	4
CC(NC(=O)c1cccnc1)C(c1cccs1)N1CCN(C)CC1 (stereo unspecified)	1	-10	-2	25	-2	0	2	-17	7
Cc1ccc2nc(-c3ccccn3)c(N)n2c1	0	14	8	nt	-2	-3	-4	nt	-6

Structural class: the compounds so far containing a cyano group (2)
canonical_smiles	M4 ag	M4 antag	M5 antag	CRFR2-BP ag	M5 ag	CHRM5 PAM	M1 PAM	CRFBP-R2 block	M4 PAM
N#Cc1cccnc1Nc1cccc(Cl)c1	2	-1	-4	-0.9	-2	0	7	4	5
CC(=O)N1CCC2(CC1)C(C#N)=C(N)Oc1c2sc2nc(C)cc(C)c12	0	-1	-1	-0.3	-9	5	6	6	2
